Compound activity as filed in PubChem BioAssay.
Rab2A wt mod = changes GTP binding to wildtype dog Rab2A, up or down | GST-Rab2 wt beads, Bodipy-GTP binding, flow cytometry | GTP binding activity, % at 10 µM | 0.19% of 190,000 active;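 active means GTP binding activity at least 20 points away from 100%, either lowered or raised; inconclusive means signal likely due to the compound's own green fluorescence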;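 further: 0% = beads with excess unlabeled GTP and 100% = no-compound control corrected for plate trend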
GSH bead fluor = compound fluoresces at 488/530 nm on GSH beads; GSH beads flow cytometry, compound fluorescence 488/530 nm; active compounds read high; 0.25% of 190,000 active; fluorescence (KMESF) at 10 µM; in the data active means fluorescence above about 89;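 further: glutathione beads carrying GST-tagged Bcl family fusion proteins plus one bare bead set; values are compound well signal with DMSO vehicle wells as background; inactives centre near 16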
HRas wt GTP = changes GTP binding to wildtype human HRas | GST-Ras wt beads, Bodipy-FL-GTP binding, flow cytometry; actives lie on both sides | GTP binding activity, % at 10 µM | 0.14% of 190,000 active;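 active means GTP binding activity at least 20% away from the 100% baseline, either lowered as inhibitor or raised as activator; inconclusive means flagged as likely green fluorescent, judged across all proteins in the well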;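 further: 0% = unlabeled GTP competition control and 100% = no-compound control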
ABCG2 inh = inhibitors of human ABCG2 transporter, ABCB1 counter-screen. IgMXP3 cells, JC-1 efflux, flow cytometry. 0.1% of 190,000 active. Q9UNQ0. AID 1325. inhibition, % at 6.6 µM;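 active means inhibition above 80%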;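 further: 0% = DMSO and 100% = nicardipine control wells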
Target sequence (Q9UNQ0 whole entry, looked up): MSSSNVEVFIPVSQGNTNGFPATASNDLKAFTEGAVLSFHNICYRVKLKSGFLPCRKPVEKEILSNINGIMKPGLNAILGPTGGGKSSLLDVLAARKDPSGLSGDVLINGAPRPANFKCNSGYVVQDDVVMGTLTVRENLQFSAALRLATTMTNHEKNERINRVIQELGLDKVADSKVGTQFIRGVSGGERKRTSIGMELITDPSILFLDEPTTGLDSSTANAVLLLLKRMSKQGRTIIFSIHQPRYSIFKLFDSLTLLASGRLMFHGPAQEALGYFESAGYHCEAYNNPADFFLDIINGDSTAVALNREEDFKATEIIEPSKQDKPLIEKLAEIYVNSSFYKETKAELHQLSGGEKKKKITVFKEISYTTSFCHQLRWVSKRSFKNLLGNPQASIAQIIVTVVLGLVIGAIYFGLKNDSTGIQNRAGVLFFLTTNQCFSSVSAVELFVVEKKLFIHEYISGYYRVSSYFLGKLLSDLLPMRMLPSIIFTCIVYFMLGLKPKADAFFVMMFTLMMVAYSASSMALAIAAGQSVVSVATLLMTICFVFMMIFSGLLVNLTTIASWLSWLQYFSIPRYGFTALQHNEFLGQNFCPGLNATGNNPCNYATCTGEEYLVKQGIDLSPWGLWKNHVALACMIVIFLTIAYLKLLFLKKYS
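Times: 10 min at 25 °C | Test system: Two drug-resistant human cell lines, ABCG2 and ABCB1 | Quantity: 3 million cells/mL final, two lines in 1:1 ratio | Signal: Flow cytometry, 530 nm JC-1 signal | Dosing: Compound at 6.6 µM | Controls: Nicardipine and DMSO wells | Reagent: JC-1 as fluorescent efflux pump substrate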
Avidin bead fluor = compound fluoresces at 488/530 nm on avidin beads; fluorescence (KMESF) at 10 µM; 0.38% of 220,000 active; compound fluorescence 488/530 nm, flow cytometry; active compounds read high; in the data active means fluorescence above about 47; further: inactives centre near 10
Pf gamet viab = kills late stage P. falciparum gametocytes | AID 743093 | 0.065% of 150,000 active | P. falciparum stage V gametocytes, ATP luminescence, 24 h | inhibition, % at 10.9 µM;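 active means inhibition above the mean plus 3 SD of compounds within the control limits, set per campaign, cut at about 38% in these data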;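 further: 0% = DMSO wells and 100% = medium only without gametocytes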
Rac1 mut GTP = alters GTP binding to activated mutant human Rac1. GST-Rac1 activated beads, fluorescent GTP binding, flow cytometry; actives lie on both sides; 100% means binding = to untreated wells. P63000. 0.11% of 190,000 active. percent activity (GTP binding), % at 10 µM;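 active means GTP binding at least 20 percentage points away from the 100% baseline, in either direction, so actives lie on both sides; inconclusive means Compound likely fluorescent itself, or too few beads counted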
ABCB1 block = blocks JC-1 efflux by human ABCB1 transporter | P08183 | CCRF-Adr cells, flow cytometry | inhibition, % at 6.6 µM | 0.067% of 190,000 active | AID 1326; in the data active means inhibition above about 40%;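 further: 0% = vehicle and 100% = reference inhibitor; higher value means more JC-1 retained so stronger ABCB1 efflux block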
Cdc42 wt GTP = human Cdc42 wildtype GTP binding change, either direction. P60953. percent activity (GTP binding), % at 10 µM. 0.2% of 190,000 active. GST-Cdc42 beads, Bodipy-GTP binding, flow cytometry; actives lie on both sides;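 active means percent activity GTP binding at least 20 points away from the 100% baseline, either down as inhibitor or up as activator; inconclusive means compound flagged as likely green fluorescent from well-wide comparison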;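 further: median bead fluorescence of bound Bodipy-FL-GTP at 100 nM; 0% = excess unlabeled GTP control and 100% = no compound control; below 100% means less GTP binding so inhibitor and above means activator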
Rac1 wt modul = human Rac1 wildtype GTP binding, inhibitors and activators | P63000 | GST-Rac1 beads, fluorescent GTP binding, flow cytometry; actives lie on both sides; 0 = cold GTP competed, 100 = untreated | GTP binding activity (% of control), % at 10 µM | 0.27% of 190,000 active | AID 757;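 active means GTP binding activity at least 20 points away from the 100% control level, either lower or higher; inconclusive means compound flagged as likely green fluorescent, judged across all proteins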
Rab7 wt modul = modulators of GTP binding to dog Rab7 wildtype GTPase; 0.055% of 190,000 active; AID 758; GST-Rab7 beads, fluorescent GTP binding, flow cytometry; actives lie on both sides; untreated = 100%, excess cold GTP = 0%; GTP binding activity (percent of control), % at 10 µM;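 active means fluorescent GTP binding to Rab7 beads changed by at least 20 points from the 100% baseline, either direction, mostly lower; inconclusive means compound itself probably fluorescent, or too few beads counted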;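 further: median green fluorescence of bound Bodipy-FL-GTP per Rab7 bead population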
* marks the source's active call; other numbers are inactive results; ? = inconclusive; / = not tested or not shown. The order is random, and some 1.1% of all compounds hit somewhere here.

1. CCOCCCNC(=O)/C(C#N)=C/c1cc(OC)c(O)c([N+](=O)[O-])c1
2. Cc1nc(NC(=O)c2ccc3c(c2)OCO3)ccc1Br
3. CCOc1ccccc1C1NC(=O)NC(C)=C1C(=O)OC1CCCCC1 (stereo not given)
4. COc1ccc(C)cc1S(=O)(=O)N(C)CC(=O)N1CCCCC1
5. COc1ccc(Nc2c([N+](=O)[O-])ccc3c2=NC2(CCCCC2)N=3)cc1
6. O=C(NCc1ccco1)NCC(F)(F)F
7. CCC(=O)c1ccc(OCC(O)CNC(C)c2ccccc2)cc1 (stereo not given)
8. CC(C)OCCCN1CN(S(=O)(=O)c2cccc(Cl)c2)c2nc3ccccc3nc21
9. Cc1cccc(OCCNc2ccc([N+](=O)[O-])cn2)c1
10. O=C(CSc1ncn[nH]1)Nc1nc(-c2ccccc2)ns1
compound no.	1	2	3	4	5	6	7	8	9	10
Rab2A wt mod	95	99	100	97	93	101	99	97	96	94
GSH bead fluor	22	15	33	18	11	31	11	10	18	41
HRas wt GTP	96	99	100	99	96	99	99	99	94	96
ABCG2 inh	2	8	0	1	4	3	2	4	18	6
Avidin bead fluor	14	10	9	20	3	14	6	19	6	18
Pf gamet viab	4	-2	/	-9	-9	21	-15	/	14	/
Rac1 mut GTP	91	94	99	94	93	100	98	96	95	91
ABCB1 block	0.2	-0.5	-1.2	0.6	1.0	0.1	1.7	1.7	1.4	0.5
Cdc42 wt GTP	94	95	100	98	93	100	103	98	92	97
Rac1 wt modul	95	101	103	100	98	104	104	97	95	97
Rab7 wt modul	103	108	98	97	96	97	98	95	104	94

Shown as a markdown table: part of the list above.
| item | canonical_smiles | Rab2A wt mod | GSH bead fluor | HRas wt GTP | ABCG2 inh | Avidin bead fluor | Pf gamet viab | Rac1 mut GTP | ABCB1 block | Cdc42 wt GTP | Rac1 wt modul | Rab7 wt modul |
| --- | --- | --- | --- | --- | --- | --- | --- | --- | --- | --- | --- | --- |
| 5 | COc1ccc(Nc2c([N+](=O)[O-])ccc3c2=NC2(CCCCC2)N=3)cc1 | 93 | 11 | 96 | 4 | 3 | -9 | 93 | 1.0 | 93 | 98 | 96 |
| 1 | CCOCCCNC(=O)/C(C#N)=C/c1cc(OC)c(O)c([N+](=O)[O-])c1 | 95 | 22 | 96 | 2 | 14 | 4 | 91 | 0.2 | 94 | 95 | 103 |
| 4 | COc1ccc(C)cc1S(=O)(=O)N(C)CC(=O)N1CCCCC1 | 97 | 18 | 99 | 1 | 20 | -9 | 94 | 0.6 | 98 | 100 | 97 |
| 6 | O=C(NCc1ccco1)NCC(F)(F)F | 101 | 31 | 99 | 3 | 14 | 21 | 100 | 0.1 | 100 | 104 | 97 |

Additional records.
11. Cc1c(N2C(=O)c3ccc4c5c(ccc(c35)C2=O)CC4)c(=O)n(-c2ccccc2)n1C
12. CCC(=O)c1ccc(OCC(O)CN2CC(C)OC(C)C2)cc1 (stereo not given)
13. CCn1ncc(C2=NOC(C(=O)Nc3cnn(C45CC6CC(CC(C6)C4)C5)c3)C2)c1C (stereo not given)
14. CC1(NC(=O)NCc2ccccc2)CCS(=O)(=O)C1 (stereo not given)
15. CCc1ccccc1NC(=O)c1nnn(CC(=O)Nc2cccc(C)c2)c1N
16. O=C1NC(=S)N/C1=C/c1cc([N+](=O)[O-])ccc1N1CCOCC1
17. Brc1ccc2nc(N3CCN(c4ccccc4)CC3)sc2c1
18. COc1ccccc1C(=O)N/C(=C\c1ccc(Br)cc1)C(=O)NCCCO
19. CCC1(C)Cc2ccccc2-c2nc3n(c(=O)c21)CC(C(=O)O)S3 (stereo not given)
20. C=CCOC(=O)C1=C(C)N=C2SCCC(=O)N2C1c1ccc(OC(=O)c2ccco2)cc1 (stereo not given)
compound no.	11	12	13	14	15	16	17	18	19	20
Rab2A wt mod	105	101	101	100	99	?	99	96	97	99
GSH bead fluor	17	34	10	11	25	71	16	18	33	8
HRas wt GTP	107	101	104	101	99	?	96	96	98	101
ABCG2 inh	1	4	24	0	1	-1	1	2	1	2
Avidin bead fluor	16	16	9	11	7	12	8	9	8	15
Pf gamet viab	/	-1	/	-20	/	16	33	17	-11	8
Rac1 mut GTP	98	102	102	97	98	?	93	96	94	103
ABCB1 block	0.6	1.2	4.1	0.3	0.2	-0.2	0.0	0.6	1.1	1.8
Cdc42 wt GTP	104	104	104	100	99	?	96	94	96	102
Rac1 wt modul	103	106	109	102	99	?	95	97	99	103
Rab7 wt modul	103	102	99	104	97	?	106	94	100	95

Compounds 1–6, reprinted for reference:
1. CCOCCCNC(=O)/C(C#N)=C/c1cc(OC)c(O)c([N+](=O)[O-])c1
2. Cc1nc(NC(=O)c2ccc3c(c2)OCO3)ccc1Br
3. CCOc1ccccc1C1NC(=O)NC(C)=C1C(=O)OC1CCCCC1 (stereo not given)
4. COc1ccc(C)cc1S(=O)(=O)N(C)CC(=O)N1CCCCC1
5. COc1ccc(Nc2c([N+](=O)[O-])ccc3c2=NC2(CCCCC2)N=3)cc1
6. O=C(NCc1ccco1)NCC(F)(F)F
compound no.	1	2	3	4	5	6
Rab2A wt mod	95	99	100	97	93	101
GSH bead fluor	22	15	33	18	11	31
HRas wt GTP	96	99	100	99	96	99
ABCG2 inh	2	8	0	1	4	3
Avidin bead fluor	14	10	9	20	3	14
Pf gamet viab	4	-2	/	-9	-9	21
Rac1 mut GTP	91	94	99	94	93	100
ABCB1 block	0.2	-0.5	-1.2	0.6	1.0	0.1
Cdc42 wt GTP	94	95	100	98	93	100
Rac1 wt modul	95	101	103	100	98	104
Rab7 wt modul	103	108	98	97	96	97

Continuation:
21. COC(=O)c1cc(C(=O)Nc2ccc(C)cn2)cc([N+](=O)[O-])c1
22. CC1CCN(CC(=O)Nc2cccc([N+](=O)[O-])c2)CC1
23. COCCCNC(=O)c1cn(CC(C)C)c(=O)c2c1c1ccccc1n2C
24. Cc1ccc(O)c(CP(=O)(c2ccccc2)c2ccccc2)c1
compound no.	21	22	23	24
Rab2A wt mod	101	97	103	101
GSH bead fluor	17	17	35	5
HRas wt GTP	101	96	102	102
ABCG2 inh	4	0	39	11
Avidin bead fluor	/	20	13	8
Pf gamet viab	-3	/	/	1
Rac1 mut GTP	103	96	100	102
ABCB1 block	0.3	0.0	2.3	0.9
Cdc42 wt GTP	102	99	103	103
Rac1 wt modul	106	99	106	105
Rab7 wt modul	102	96	102	99
